NPYLR7 ag – activates Aedes aegypti NPYLR7 receptor; HEK293T NPYLR7/Galpha15, GCaMP6s calcium fluorescence; activation, % at 10 µM; 270,000 tested, 0.15% active; in the data active means activation above about 40%;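 further: 0% = vehicle and 100% = reference agonist at the receptor; some compounds past the cut are filed as inactive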
hcGAS lum – blocks human cGAS activity; inhibition, % at 12.5 µM; Q8N884; 290,000 tested, 0.081% active; recombinant h-cGAS, ATP depletion, Kinase-Glo luminescence;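 further: 0% = vehicle reaction and 100% = reaction without DNA for no activity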
Target sequence (Q8N884 whole entry, looked up): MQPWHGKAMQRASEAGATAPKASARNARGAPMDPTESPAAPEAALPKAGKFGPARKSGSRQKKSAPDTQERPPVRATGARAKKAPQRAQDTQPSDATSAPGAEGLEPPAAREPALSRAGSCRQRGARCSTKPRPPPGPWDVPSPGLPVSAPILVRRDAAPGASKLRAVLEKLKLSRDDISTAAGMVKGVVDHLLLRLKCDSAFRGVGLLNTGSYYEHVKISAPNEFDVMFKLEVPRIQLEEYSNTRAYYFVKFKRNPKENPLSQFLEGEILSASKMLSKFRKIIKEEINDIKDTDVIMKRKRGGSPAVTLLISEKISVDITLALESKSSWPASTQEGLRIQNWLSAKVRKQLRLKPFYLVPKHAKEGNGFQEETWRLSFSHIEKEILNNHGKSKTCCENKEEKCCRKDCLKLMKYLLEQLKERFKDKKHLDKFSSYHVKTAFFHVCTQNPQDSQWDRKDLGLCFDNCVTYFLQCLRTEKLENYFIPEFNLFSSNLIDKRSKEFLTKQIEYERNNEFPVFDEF
mcGAS lum – inhibitors of mouse cGAS. 160,000 tested, 0.15% active. recombinant cGAS, Kinase-Glo ATP depletion luminescence. inhibition, % at 12.5 µM. Q8C6L5. AID 1259399;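 further: 0% = negative control wells and 100% = reference inhibitor with no enzyme activity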
* marks the source's active call; other numbers are inactive results; / = not tested or not shown; & = joins results of further samples. Unless noted, no stated cut-off is given here; in the data, active means inhibition above about 40%; inactive means the rest.

Molecule,hcGAS lum,NPYLR7 ag,mcGAS lum
CCCC(C)COC(=O)C1=C(C)NC(=O)NC1c1ccc(O)c([N+](=O)[O-])c1 (stereo unspecified),8.1,-7.0,6.6
CCN(Cc1cccc(OC)c1)C(=O)c1c(O)cccc1O,-1.8,-4.8,-12.5
O=C(NCCCn1cccn1)OCCSc1ccc(C(F)(F)F)cn1,3.9,-0.7,4.4
Cc1ccc(-c2csc(-n3[nH]c(C)c(N=Nc4c(C)cc(C)cc4C)c3=O)n2)cc1,-5.6,0.2,-4.7
O=C(Cc1ccccc1)NC1CCN(c2ccccc2C(=O)N2CCc3ccccc3C2)CC1,-1.7,0.8,-3.2
COc1cc(NC(=O)CN2CCCC2c2ccc3c(c2)OCCCO3)cc(OC)c1OC (stereo unspecified),0.6,-0.6,-0.1
Cc1ccccc1Oc1ncccc1CNC(=O)[C@@H]1C[C@H]1c1ccccc1,-3.9,0.2,-11.6
Cc1cc(C)c(S(=O)(=O)n2cccn2)c(C)c1,4.1,-1.4,-1.9
COc1cccc(OC)c1C(=O)N1CCN(C(C)c2ccccc2)CC1 (stereo unspecified),-12.8,29.3,-6.2
Cc1cccc(OCC(=O)N=Nc2c(O)[nH]c3c(Br)cc(F)cc23)c1,2.7,1.4,0.6
CNC(=O)c1cccc(OCCC(C)C)c1,-4.1,-3.3,-1.4
CCOC(=O)c1cc(-c2ccc(N3CCN(C(=O)c4ccc(NC(C)=O)cc4)CC3)cc2)n(-c2ccccc2Cl)n1,-5.7,3.4,-4.7
C[C@@H]1CN(C(=O)Nc2ccc(Cl)c(C(F)(F)F)c2)C[C@H](C)O1,-7.7,-12.1,-3.5
Cc1nn(-c2ccccc2)c(C)c1C(=O)N1CCN(S(=O)(=O)c2c(Cl)cccc2Cl)CC1,-6.7,-1.6,-8.8
CCNc1nnc(SC2CC(C)OC2=O)s1 (stereo unspecified),-8.7,7.7,/

Whole records from above.
O=C(NCCCn1cccn1)OCCSc1ccc(C(F)(F)F)cn1 reads hcGAS lum = 3.9; NPYLR7 ag = -0.7; mcGAS lum = 4.4
Cc1ccccc1Oc1ncccc1CNC(=O)[C@@H]1C[C@H]1c1ccccc1 reads hcGAS lum = -3.9; NPYLR7 ag = 0.2; mcGAS lum = -11.6

A run of entries from the list above, for reference:
Molecule,hcGAS lum,NPYLR7 ag,mcGAS lum
CCCC(C)COC(=O)C1=C(C)NC(=O)NC1c1ccc(O)c([N+](=O)[O-])c1 (stereo unspecified),8.1,-7.0,6.6
CCN(Cc1cccc(OC)c1)C(=O)c1c(O)cccc1O,-1.8,-4.8,-12.5
O=C(NCCCn1cccn1)OCCSc1ccc(C(F)(F)F)cn1,3.9,-0.7,4.4
Cc1ccc(-c2csc(-n3[nH]c(C)c(N=Nc4c(C)cc(C)cc4C)c3=O)n2)cc1,-5.6,0.2,-4.7
O=C(Cc1ccccc1)NC1CCN(c2ccccc2C(=O)N2CCc3ccccc3C2)CC1,-1.7,0.8,-3.2
COc1cc(NC(=O)CN2CCCC2c2ccc3c(c2)OCCCO3)cc(OC)c1OC (stereo unspecified),0.6,-0.6,-0.1

Carrying on:
Molecule,hcGAS lum,NPYLR7 ag,mcGAS lum
CC1(C)C(c2ccccn2)=[N+]([O-])C(C)(C)N1O,0.0&-6.6,-14.4&-7.2,/
COc1cc(OC)c2cc(C=O)cnc2c1,-4.4,8.8,/
CCOC(=O)N1CCN(c2ccc(S(=O)(=O)C3CCCCC3)nn2)CC1,-12.9,/,-7.1
Cn1nc(C(=O)N2CCNC(=O)C2CCO)c2ccccc21 (stereo unspecified),-6.7,1.4,-14.3
COc1ccccc1CN(Cc1cccc(C(F)(F)F)c1)Cc1nc(C(=O)NCCN2CCOCC2)co1,-1.8,16.1,-6.3
Oc1ccc2ccccc2c1C=NNC1=NCCC1,-2.6,5.4,/
CCn1c(=O)c2c(nc3n2CC(C)CN3c2cccc(Cl)c2C)n(C)c1=O (stereo unspecified),-5.2,0.4,-5.5
Cc1cc(-c2nnc(NC(=O)Cc3ccc(S(C)(=O)=O)cc3)o2)n(C)n1,-2.7,-7.1,-6.4
O=C(O)CNC(=O)CN1C(=O)c2ccccc2C1=O,-6.1,1.0,-6.7
COc1ccc(OC)c(-c2nc3ccc(Cl)cn3c2NC(C)(C)CC(C)(C)C)c1,-3.0,-6.1,-1.8
CN(C)CCN(Cc1nccn1Cc1ccc(Cl)c(Cl)c1)C(=O)c1ccccc1F,3.5,4.3,-4.8
COc1ccccc1/C=C/C=N\NC(=O)CSc1nc2ccccc2[nH]1,-6.9,10.1,-4.8
Cc1ccc(CC2(C)C(=O)Nc3ccc(OC(F)(F)F)cc32)cc1 (stereo unspecified),-0.9,4.4,-5.1
CCOC(=O)c1[nH]ncc1CN1CCCC(C(=O)c2cc(F)ccc2OC)C1 (stereo unspecified),6.8,-2.4,-2.4
CN(C)CCNC(=O)c1coc(CN(Cc2ccc(C(F)(F)F)cc2)Cc2ccc3c(c2)OCO3)n1,-3.6,13.8,-6.1
N#CC(C#N)=C1C=C(c2ccc(O)cc2)Oc2ccccc21,-18.0,40.0,/
CCc1ccc(-c2nccn2Cc2cccnc2)nc1,-6.2,15.9,-16.3
O=C(CSc1nc2c(c(=O)n1CCc1ccccc1)SCC2)Nc1cccc2ccccc12,-6.3,35.3,-6.9
CCC(Nc1nc(-c2ccncc2)nc2c1CCNCC2)c1cnn(C)c1 (stereo unspecified),-6.6,11.7,-9.7
COc1ccc(CCN(C)Cc2nc(C3(c4ccc(C)cc4)CCCC3)no2)cc1OC,2.2,-1.1,-1.8
CN1CCCC1CCNC(=O)c1ccc(-c2cc(-c3ccc(Cl)cc3)[nH]n2)cc1 (stereo unspecified),-1.4,4.1,-4.0
CC(=O)NCc1ccccc1-n1ccnc1C,-1.0,-19.1,/
CCNC(=O)[C@@H]1C[C@@H](N)CN1C(=O)COc1ccccc1OC,-0.5,15.6,/
CC(C)(C)n1nc(C(=O)Nc2ccnn2CC2CCOC2)cc1C1CC1 (stereo unspecified),1.4,5.3,3.9
O=C(CSc1nnc(CNC(=O)c2ccco2)n1-c1cccc(C(F)(F)F)c1)Nc1ccc(F)cc1,-5.0,9.3,-3.4
Cc1nc(CN2CC(OCc3ccncc3)CN(Cc3cnn(C)c3)CC2=O)cs1 (stereo unspecified),-2.0,1.5,-1.4
Cc1cc(-c2ccccc2)nc2cc(C(=O)Nc3ccc(O)cc3)nn12,-0.6,6.0,-4.2
Cc1cc(=O)[nH]c(-n2nc(C3CC3)cc2NC(=O)C2c3ccccc3Oc3ccccc32)n1,-5.2,0.7,/
O=C(c1cccc(NCc2cccs2)c1)N1CCC[C@H]1CO,-3.7,11.6,/
CC(NC(=O)c1ccc(Cl)c([N+](=O)[O-])c1)c1ccccc1 (stereo unspecified),2.2,-6.6,2.2
Cc1cc(Oc2cnn(-c3cccc(F)c3)c(=O)c2Nc2cccc(C(=O)NCc3ccco3)c2)ccc1Cl,-4.9,11.9,-2.9
Cc1nnc(SCC(=O)c2ccc(Br)s2)s1,-2.8,0.6,/
NS(=O)(=O)c1ccc(NC(=O)c2nc(-c3cnccn3)no2)cc1,-8.5,3.7,/
CS(=O)(=O)Oc1ccccc1CN(C(=O)c1cccs1)C1CC1,-3.7,20.8,-6.7
Nc1cc(C(=O)O)ccc1NCC1CCCO1 (stereo unspecified),4.8,0.6,2.5
CCc1cnc(N2CCn3nc(C(=O)NCc4ccccn4)cc3C2)nc1,-5.7,-0.1,/
Cc1nc2sccn2c(=O)c1S(=O)(=O)NCc1ccco1,-5.6,4.4,/
CSC1=NC2C(C(C)=O)C(=O)N(c3ccccc3)C2NN1 (stereo unspecified),-3.2,0.2,/
O=C(NCc1cccc(C(F)(F)F)c1)c1cc(-c2ccccc2Cl)nc2cc(-c3ccccc3)nn12,-0.9,-14.9,-0.6
COc1ccc(-c2ccc(C(=O)N3CC[C@@H]4CC[C@H](C3)N4C)o2)cc1,-1.2,2.9,-11.6
O=S(=O)(Nc1nc2ccc(F)cc2s1)c1ccc(Cl)s1,-2.8,-1.3,/
Cc1cccc(Oc2cc(N3CCC(Cc4ccccc4)CC3)ncn2)c1,-3.6,-6.4,-7.7
C=C(C)Cn1c(N=Nc2c(O)[nH]c3ccc(Br)cc23)nc2c1c(=O)[nH]c(=O)n2C,-4.7,-2.0,/
Cc1ccc2c(c1)CN(Cc1ccccc1O)CC(c1ccsc1)O2 (stereo unspecified),-1.5,29.9,-6.6
CC(=O)Nc1ncc(Cc2ccc(F)cc2)s1,2.5,-8.3,2.6
COc1ccccc1C1=NOC(CN(Cc2ccccc2Cl)C(=O)C2CCCC2)C1 (stereo unspecified),-10.5,25.5,-11.0
O=C(Nc1cccc(C(F)(F)F)c1)c1cccn(OCc2cccc(Cl)c2)c1=O,-6.9,16.4,-6.5
COc1ccc(CN(CCc2c[nH]c3ccccc23)C(=O)CN(CC(C)C)C(=O)CSc2ccccc2)cc1,1.2,17.0,-2.1
Cc1n[nH]c(C)c1CCCNC1CCN(c2ccc3c(c2)OCO3)CC1,-5.8,12.5,/
COCCN1CCN(C(=O)CN2CC3=C(C2=O)C(c2ccccc2C(F)(F)F)NC(=O)N3C)CC1 (stereo unspecified),-5.2,1.5,-4.3
O=C(Nc1c(-c2ccccc2)nc2ccccn12)C1CCCC1,3.4,-5.7,0.7
COc1ccc(/C=C/C(N)=O)cc1F,2.5,2.3,2.2
COc1ccc(CCNC(=O)C(=O)NCC2CCCN2S(=O)(=O)c2cc(C)ccc2C)cc1 (stereo unspecified),4.4,-4.1,/
c1cc2c(cc1-c1nnc3n1CCCCC3)OCCO2,5.3,-1.6,/
COc1cc(C2CC(=O)N(CC(=O)c3ccccc3)c3ccccc3S2)cc(OC)c1OC (stereo unspecified),-4.6,-3.4,-5.2
CC(=O)Nc1ccc(-c2c(-c3ccccc3F)nn(-c3cccc(F)c3)c2OC(C)=O)cc1,-4.3,-1.6,14.6
CCN1C(=S)NC(c2cccc(NS(C)(=O)=O)c2)C(C(=O)OCCOC)=C1C (stereo unspecified),-1.4,9.9,-6.4
Cc1cccc(C)c1OCCn1ccnc1-c1cccnc1,-5.4,7.7,/
COc1ccc(Cl)cc1NC(=O)CCC1CCCN(C(=O)c2csc(C)n2)C1 (stereo unspecified),-5.7,18.8,/
COc1ccc(C2CC(c3ccccc3)=NN2C(=O)CN2CCN(c3ccccc3F)CC2)c(OC)c1 (stereo unspecified),-5.7,13.2,-3.8

Continued.
Molecule,hcGAS lum,NPYLR7 ag,mcGAS lum
CCCCCN(CC(=O)N(CCCC)Cc1cccn1Cc1ccc(Br)cc1)C(=O)c1cccc(F)c1,-4.7,1.3,-4.4
CC(C)(C)OC(=O)n1nc(-c2ccccc2)c(N)c1C1CC1,-6.7,27.2,/
CCOC(=O)c1c(NC(=O)c2cccnc2)sc(C)c1-c1ccccc1,-5.5,-3.1,-7.5
COCCNC(=O)C(NC(=O)c1ccc(OC)cc1)C1CCN(C(=O)c2ccco2)CC1 (stereo unspecified),-8.6,9.6,-7.1
CC(C)c1cc(C(=O)NCc2ccccc2CN2CCCC2=O)n(C)n1,-2.4,4.1,/
CN1OC(C)(CC(=O)NCc2cccc(O)c2)N=C1c1ccccc1Cl (stereo unspecified),3.1,-5.1,/
COCCN(Cc1nccn1Cc1c(F)cccc1Cl)C(=O)NC(C)(C)C,1.9,4.6,-5.4
CCN(CC)c1ncccc1CNC(=O)[C@H]1[C@@H]2C=C[C@@]3(CN(C)C(=O)[C@@H]13)O2,-0.7,/,-8.3
CCOC(=O)c1nc2ccccc2nc1N1CCCN(C(=O)C(F)(F)C(F)(F)C(F)(F)F)CC1,-2.4,5.0,-5.5
CC12CC3CC(C1)CC(C(=O)O)(C3)C2,-5.2,-8.0,/
Cc1ccccc1NC(=O)N1CCC(CCc2ccc(-c3ccccc3)cc2)CC1,-4.3,2.0,-6.3
Cc1nc(C#N)c(N/N=C\c2ccc(N(C)C)cc2)o1,-5.0,-8.9,-4.4
CS(=O)(=O)NN1C(=O)c2ccccc2NC12CCCCC2,-9.7,0.7,-4.9
CCOC1CC1C(=O)Nc1nc2ccccc2n1-c1ccccc1 (stereo unspecified),-7.4,-0.3,/
O=C(c1ccncc1)N1CCN(S(=O)(=O)c2ccc3c(c2)OCCO3)CC1,-9.9,4.2,/
CCCN=C(NC(=O)c1cccc(F)c1)OCCC,-6.8,11.0,-5.6
Cc1cc(=O)[nH]c(-n2nc(C)c(CCC(=O)NCc3c(F)cccc3F)c2C)n1,-10.1,11.5,/
CN(CCCc1cnn(C)c1)C(=O)c1ccc2c(c1)OCO2,-4.2,-5.2,-9.9
CCC(=O)c1ccc(OCC(=O)Nc2ccccc2C(=O)N2CCCCC2)cc1,1.3,-4.3,/
CCc1cn[nH]c1C1CCCN(C(=O)c2cnc(-c3cccnc3)nc2)C1 (stereo unspecified),-8.6,7.7,/
CCOc1ccc(C=C(C#N)C(=O)C(C)(C)C)cc1OC,-7.3,4.2,-3.9

Source: PubChem
